# N370S GC: N370S glucocerebrosidase modulation, Gaucher chaperone candidate; P04062; 0.092% of 330,000 active; Potency, µM (top dose mostly 59.4 µM), without a hit: top-dose activity change, negative = inhibition, actives largely listed as inhibitors; AID 2101; N370S GC spleen homogenate, 4MU-glucoside fluorescence;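 note: 0% = full enzyme activity and -100% = no enzyme basal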
# TDP1 inh: TDP1 (human) enzyme inhibition | Potency, µM (doses to about 130 µM), inactives show top-dose activity change, negative = inhibition, hits mostly inhibitors | Q9NUW8 | 0.28% of 350,000 active | recombinant TDP1, AlphaScreen DNA substrate cleavage; note: nearly all actives have a fitted effect of over 40% in size
# Target sequence (Q9NUW8 whole entry, looked up): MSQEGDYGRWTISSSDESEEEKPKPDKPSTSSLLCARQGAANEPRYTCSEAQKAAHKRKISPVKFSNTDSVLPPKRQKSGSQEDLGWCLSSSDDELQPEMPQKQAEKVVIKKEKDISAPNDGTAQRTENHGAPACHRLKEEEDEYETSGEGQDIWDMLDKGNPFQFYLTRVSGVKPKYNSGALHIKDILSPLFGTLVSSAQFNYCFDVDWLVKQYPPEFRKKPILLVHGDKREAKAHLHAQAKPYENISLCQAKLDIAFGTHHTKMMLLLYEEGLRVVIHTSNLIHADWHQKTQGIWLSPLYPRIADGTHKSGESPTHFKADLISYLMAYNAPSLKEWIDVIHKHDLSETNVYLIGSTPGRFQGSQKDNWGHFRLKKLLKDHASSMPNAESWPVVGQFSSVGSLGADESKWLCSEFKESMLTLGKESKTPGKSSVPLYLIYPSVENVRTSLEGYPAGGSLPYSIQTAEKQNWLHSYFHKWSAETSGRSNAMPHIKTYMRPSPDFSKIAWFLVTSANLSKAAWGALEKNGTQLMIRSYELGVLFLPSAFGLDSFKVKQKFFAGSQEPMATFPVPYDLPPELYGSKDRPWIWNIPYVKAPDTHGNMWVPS
#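 Recombinant E. coli-expressed Tdp1 (1 nM) preincubated with compound 15 min at RT, then 5'-biotin/3'-phosphotyrosine-FITC DNA substrate (15 nM) added for 5 min. AlphaScreen beads (10 ug/ml) added, 10 min RT; tyrosine-FITC cleavage read as signal loss.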
# FEN1 inhibitor: inhibitors of human flap endonuclease 1; 0.35% of 390,000 active; P39748; Potency, µM (top dose mostly 114 µM), for the others: at the highest dose activity change, negative = inhibition, most hits filed as inhibitors; Recombinant FEN1 flap cleavage, fluorescence, 15 min; note: nearly all actives have a fitted effect of over 65% in size
# Target sequence (P39748 whole entry, looked up): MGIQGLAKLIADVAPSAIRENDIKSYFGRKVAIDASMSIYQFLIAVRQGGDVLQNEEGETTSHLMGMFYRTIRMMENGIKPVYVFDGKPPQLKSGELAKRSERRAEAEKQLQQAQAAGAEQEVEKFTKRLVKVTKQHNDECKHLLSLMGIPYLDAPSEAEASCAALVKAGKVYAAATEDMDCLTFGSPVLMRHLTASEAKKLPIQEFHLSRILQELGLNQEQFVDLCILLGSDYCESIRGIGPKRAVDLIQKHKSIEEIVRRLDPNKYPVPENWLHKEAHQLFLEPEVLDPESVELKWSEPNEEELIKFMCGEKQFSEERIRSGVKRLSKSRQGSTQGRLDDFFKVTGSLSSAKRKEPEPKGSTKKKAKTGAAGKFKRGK
#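 With each library titrated from low to high concentration, compounds met 10 nM FEN1 for 15 min at room temperature before 50 nM substrate was added; readings at 0 and 15 min fed four-parameter Hill curve fits.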
# Starred values were filed as active, the others as inactive; ? = inconclusive; . = no result given; & = joins results of further samples; [ ] = remark or other dose. Calls come from the whole dose curve; as a rule, active = well fitted curve in the direction sought with a large enough effect; inconclusive = small, poorly fitted or top-dose-only effect, or another doubt; inactive = no such curve, though single readings can be large; an effect the other way counts as inactive or inconclusive. Unless noted, % is set by controls: 0 for no effect and ±100 for the full control effect; potency is the fitted concentration of half-maximal effect.
SMILES,N370S GC,TDP1 inh,FEN1 inhibitor
O=C(NCc1ccccc1)NC12CC3CC(CC(C3)C1)C2,-1%,.,17%
O=C(Nc1ccccc1)c1ccco1,-7%,.,0%
Cn1nc(C(F)(F)F)c(C(=O)Nc2ccc(Cl)cc2)c1Cl,1%,3%,0%
CC1CCCN(CCCCOc2cccc(Br)c2)C1 (stereo not given),15%,-3%,2%
Cc1cccc(C)c1NC(=S)N/N=C/c1ccc(OCCC(C)C)cc1,.,8%,-17%
CCCCc1cc(=O)oc2cc(OCC(=O)N(CC)CC)c(Cl)cc12,12%,3%,-20%
O=C(COC(=O)CNC(=O)c1ccc(F)cc1)Nc1cccc(S(=O)(=O)N2CCCC2)c1,-18%,3%,-3%
COc1cc(NC(=S)NC2CC2)c(OC)cc1Cl,12%,6%,8%
CC(C)(C)c1csc(NC(=O)c2ccc(Cl)s2)n1,?,2%,-18%
COc1ccc(NC(=O)c2nc[nH]c2C(=O)N2CCN(C(=O)OC(C)(C)C)CC2)cc1,6%,2%,-9%
S=C(NCc1cccnc1)Nc1ccc(Oc2ccccc2)cc1,-7%,0%,-8%
C/C(=N\NC(=O)c1ccncc1)c1ccc(NC(=O)c2ccc(Cl)cc2)cc1,-14%,0%[56.1 µM],-4%
COc1ccc(C(=O)NC(C)Cn2nc(C)cc2C)cc1OC1CCN(C(C)=O)CC1 (stereo not given),-3%,1%,-2%
Cc1ccc(NC(=O)CSCC(=O)NCCc2ccccn2)c(C)c1,5%,-3%,-4%
O=C(CN(Cc1ccccc1)S(=O)(=O)c1ccccc1)N/N=C/c1ccccc1C(=O)O,-13%,-2%,-13%
CCCN1CCN(C(=O)c2ccc(Sc3ccc(C)cc3)c(NC(C)=O)c2)CC1,6%,5%,3%
COCCCn1nnnc1SCC(=O)N1c2ccccc2CC1C (stereo not given),-4%,0%,-1%
CSc1cccc(NC(=O)N2CCN(C)CC2)c1,2%,.,3%
O=C(Oc1ccccc1)c1ccc2nccnc2c1,2%,-1%,-9%
S=c1[nH]cnc2sc(Nc3ccccc3)nc12,-5%,10%,13%

# Single values from the entries so far.
# S=c1[nH]cnc2sc(Nc3ccccc3)nc12 in FEN1 inhibitor shows 13%
# Cc1ccc(NC(=O)CSCC(=O)NCCc2ccccn2)c(C)c1 in N370S GC shows 5%
# COCCCn1nnnc1SCC(=O)N1c2ccccc2CC1C (stereo not given) in TDP1 inh shows 0%
# C/C(=N\NC(=O)c1ccncc1)c1ccc(NC(=O)c2ccc(Cl)cc2)cc1 in FEN1 inhibitor shows -4%
# O=C(Oc1ccccc1)c1ccc2nccnc2c1 in TDP1 inh shows -1%
# CCCN1CCN(C(=O)c2ccc(Sc3ccc(C)cc3)c(NC(C)=O)c2)CC1 in N370S GC shows 6%

# The list continues:
SMILES,N370S GC,TDP1 inh,FEN1 inhibitor
Cc1cc2ccccc2n1-c1ccc(C(=O)N2CCC(C(=O)NCc3ccccc3Cl)CC2)s1,.,5%,8%
Cc1c(CCC(=O)NCCc2ccccc2)c(=O)oc2cc(O)ccc12,.,2%,4%
COc1ccccc1Oc1ccc(S(=O)(=O)N2CCN(C)CC2)cc1,-5%,-3%,4%
O=C(COc1ccccc1Cl)N1CCCCCCC1,0%,.,-8%
O=C(O)c1cccnc1Nc1ccc(Cl)cc1,3%,5%,-6%
O=C(CN(Cc1cccs1)S(=O)(=O)c1ccc(S(=O)(=O)NC2CCCCC2)cc1)Nc1ccccc1,-5%,5%,-14%
CCN(CC)C(=O)C(=O)N/N=C/c1cccc(Br)c1,0%,6%,-1%
CN(C)c1ccc(C(O)P(=O)(OCc2ccccc2)c2ccc(N(C)C)cc2)cc1 (stereo not given),19%,8%,0%
O=C(COC(=O)c1ccncc1)Nc1ccccc1,-12%,6%,8%
Cc1ccnc(NC(=O)c2c(-c3ccccc3Cl)noc2C)c1,-6%,0%,3%
COc1ccc(C)cc1-n1nnnc1SCC(=O)NC1CCCC1,-11%,-3%,3%
COc1cccc(NC(=O)CCN2C(=O)c3ccccc3Sc3ncccc32)c1,25%,3%&0%,-15%&6%
COc1ccccc1-c1noc(CCC(=O)Nc2cccc(C)c2)n1,-18%,3%,-4%
Cc1ccc(C(=O)N[C@H](C(=O)OCc2cc(=O)n3c(n2)sc2ccccc23)C(C)C)cc1,13%,3%,1%
Cc1c(O)cc2n(c1=O)-c1ccc(Cl)cc1C2(C)C,-1%,5%,3%
CC(=O)C1=C(O)C(=O)N(CCCn2ccnc2)C1c1ccc(Br)cc1 (stereo not given),-4%,7%,-11%
COc1ccc2[nH]c3c(=O)n(CCCCC(=O)N4CCC(C(N)=O)CC4)c(=S)[nH]c3c2c1,-1%,-5%,5%
O=C(CSc1nnc(-c2ccc(Br)cc2)n1-c1ccccc1)c1ccccc1,.,1%,0%
O=C(O)c1cc(=O)c2cc(Cl)ccc2[nH]1,-7%,3%,.
CCOc1ccc(N2C(=O)CSC2=S)cc1,-6%,.,-4%
CCc1nn(CC(=O)NCCc2ccc(S(N)(=O)=O)cc2)c(=O)c2cc3sccc3n12,-4%,-1%,14%
COc1ccc(-c2nnc(SCc3c(C)noc3C)o2)cc1,-6%,-1%,-1%
CCCSc1nnc(-c2c[nH]c3ccccc23)n1CC,-2%,7%,16%
COc1ccc(S(=O)(=O)NCCc2sc(-c3ccccc3)nc2C)cc1F,.,5%,-10%
Nc1cc(Cl)ccc1C(=O)OCC(=O)NC(=O)NCc1ccccc1,9%,1%,-5%
Cc1[nH]n(-c2cccc3ccccc23)c(=O)c1/C=N/c1sc2c(c1C#N)CCC2,-3%,0%,-8%
CCCc1cc(=O)[nH]c(SCC(=O)NC(=O)OCC)n1,-2%,5%,-2%
CC[C@H](C)[C@H](NC(=O)[C@H](Cc1cnc[nH]1)NC(=O)[C@@H](N)CCC(=O)O)C(=O)N1CCC[C@H]1C(=O)N[C@@H](C)C(=O)O,-2%,12%,.
Cc1cccc(-n2nnnc2SCC(=O)Nc2cccc(S(N)(=O)=O)c2)c1,-2%,6%,-15%
COC(=O)NC(/C=C/c1ccccc1)C(C(C)=O)C(=O)OC (stereo not given),-1%,7%,.
O=C(NC(=S)Nc1cc(S(=O)(=O)N2CCOCC2)ccc1N1CCOCC1)C1CCCC1,4%,-7%,.
O=C(c1cc2ccccc2oc1=O)N(Cc1ccccc1)Cc1ccc2c(c1)OCO2,10%,2%,-15%
C=CCOc1ccc(C2C(C(=O)c3ccco3)=C(O)C(=O)N2CCCN(CC)CC)cc1 (stereo not given),-4%,4%,7%
CNC(=O)CCn1nc(-c2ccc(Cl)cc2)c2ccccc2c1=O,-1%,7%,-2%
CC1CCCCN1C(=O)Cn1c(=O)n(-c2ccc(F)cc2)c(=O)c2sccc21 (stereo not given),-6%,0%,-3%
COc1ccc(N2CCN(C(=O)CSc3nc4cc(OC)c(OC)cc4cc3C#N)CC2)cc1,-30%,5%,-20%
c1ccc2c(c1)Nc1nccnc1S2,7%,3%,7%
Cc1cccc(-n2cc(CNCCc3nc(C)cc(C)n3)c(-c3cccc(F)c3)n2)c1,-12%,.,-16%
O=C1Nc2ccccc2C12OCC1(CO2)COC2(OC1)C(=O)Nc1ccccc12 (stereo not given),-1%,0%,-11%
CC(C)C(=O)NCCCc1ccccc1,0%,0%,-11%
O=c1c2ccccc2nc(SCCN2CCCCC2)n1CCc1ccccc1,6%,3%,5%
COc1coc(C(O)CN)cc1=O (stereo not given),-13%,5%,0%
CCn1c(=O)cc(SCC(=O)Nc2ccc(Cl)cc2)c2ccccc21,2%,2%,2%
O=C(NCC(=O)N1CCCCCCC1)c1ccccc1Cl,.,-2%,-2%
O=C(c1ccc([N+](=O)[O-])s1)N1CCN(c2cccc(Cl)c2)CC1,-9%,6%,-12%
Cn1c(C(=O)NCC2CCCO2)cc2c(=O)n3ccccc3nc21 (stereo not given),-6%,1%,-17%
Cc1ccc(NC(=O)C2CC(=O)Nc3ncnn32)c(C)c1 (stereo not given),-5%,.,22%
Cn1c(/N=C/c2c(O)ccc3ccccc23)nc2ccccc21,3%,-6%,?
COc1cccc(/C=N/NC(=O)NC2CCCCC2)c1O,-15%,5%,-20%
CC1=NN(c2ccc(Cl)c(C(=O)O)c2)C(=O)/C1=C\c1ccc(-c2ccc(C(=O)O)cc2)o1,0%,79µM*,?
# The listing continues:
SMILES,N370S GC,TDP1 inh,FEN1 inhibitor
COc1ccc(CCNC(=O)C2CCN(S(=O)(=O)c3c(C)noc3/C=C/c3ccc(C)cc3)CC2)cc1OC,.,-3%,-1%
CN(C)/C=C(/C(=O)c1ccccc1)n1cncn1,-19%,0%,1%
O=S(=O)(NCCc1ccccc1)c1ccc(F)cc1,-3%,.,17%
CC(C)(C)C(=O)OCCn1c(=O)c2cc3c(=O)n(CCOC(=O)C(C)(C)C)c(=O)c3cc2c1=O,4%,-3%,-3%
Cc1ccc(C)c(S(=O)(=O)N2CCCCC2CCNC(=O)C(=O)NCc2ccncc2)c1 (stereo not given),3%,-3%,4%
Cc1nn(CC(=O)NCC(C)c2ccccc2)c(=O)c2cc3ccccc3n12 (stereo not given),.,0%,-11%
COc1ccc(-n2nc3c(c2NC(=O)c2ccc(S(=O)(=O)N4CCOCC4)cc2)CS(=O)(=O)C3)cc1,4%,0%,1%
O=c1c(-c2ccccc2)c(O)nc(SCCN2CCOCC2)n1-c1ccccc1,0%,3%,-2%
Nc1nc(-c2ccccc2)c(N=Nc2ccc(Cl)cc2)s1,2.5µM*,6%,1%
CC(CNC(=O)c1ccc(C#N)cc1)NC(=O)c1ccc(C#N)cc1 (stereo not given),1%,.,7%

# 2 entries from above, with values under each structure.
# Value order: N370S GC | TDP1 inh | FEN1 inhibitor
COc1ccc(CCNC(=O)C2CCN(S(=O)(=O)c3c(C)noc3/C=C/c3ccc(C)cc3)CC2)cc1OC
  . | -3% | -1%
CN(C)/C=C(/C(=O)c1ccccc1)n1cncn1
  -19% | 0% | 1%

# More results follow:
SMILES,N370S GC,TDP1 inh,FEN1 inhibitor
Cc1ccc(-c2nn(Cc3ccccc3)cc2/C=C/C(=O)O)cc1,6%,9%,-1%
CCCCC1CCC(C(=O)N(C)CC(=O)Nc2cccc(OC)c2)CC1 (stereo not given),.,-1%,-21%
O=C(Cc1cn2ccsc2n1)NCc1ccccc1,4%,5%,-3%
CCOC(=O)c1csc(N)c1-c1ccc([N+](=O)[O-])cc1,-4%,.,-12%
COCCNC(=S)NC1CC2CCCC(C1)N2Cc1ccco1 (stereo not given),-3%,-8%,-2%
O=C(NCCn1c(-c2ccncc2)nc2ccccc21)[C@H]1CCCN1c1nc(CN2CCCCC2)cs1,-4%,.,3%
CN(C(=O)CSc1nc2ccc(NC(=O)c3ccco3)cc2s1)c1ccccc1,.,1%,-4%
COc1ccc(C(NC(=O)C2CCCCC2)c2c(O)ccc3ccccc23)cc1 (stereo not given),?,0%,1%
O=S(=O)(c1ccc(F)cc1)c1nc(-c2ccco2)oc1Nc1ccccc1,3%,9%,-9%
CCN(c1ccccc1)S(=O)(=O)c1ccc(C(=O)N(CCCN(C)C)c2nc3c(C)cccc3s2)cc1,?,8%,-20%
COc1ccc(-n2nnnc2C2CCN(S(=O)(=O)c3ccc(F)cc3Cl)CC2)cc1,.,2%,-5%
O=C(c1cccc([N+](=O)[O-])c1)c1ccc2c(c1)C(=O)NC2=O,-10%,2%,-10%
COc1ccc(N2CCN(C(=O)c3ccc(S(=O)(=O)N4CCCCCC4)cc3)CC2)cc1,1%,0%,0%
CCN(CC)CCOc1c(Br)ccc2c1sc1nc3n(c(=O)c12)CCC3,-4%,.,50µM*
COc1ccc(NCc2ccccc2-c2nnc(-c3ccccc3)o2)cc1Cl,.,0%,14%
Cc1ccccc1Nc1c([N+](=O)[O-])cncc1[N+](=O)[O-],-24%,5%,1%
COC(=O)C1C/C(=N\NS(=O)(=O)c2ccc(C)cc2)c2sccc2C1 (stereo not given),-4%,3%,-3%
CC(=O)Nc1ccc(OCC(O)Cn2cnc3ccccc32)cc1 (stereo not given),2%,4%,-8%
CN1CCN(NC(=O)C2CC2)CC1,-7%,0%,0%
Cc1nn(-c2ccccc2)c(C)c1CN,15%,0%,1%
Fc1ccc(CN2CCN(c3ncccn3)CC2)c(F)c1,-18%,.,27%
O=C(Cc1ccc(Br)cc1)N/N=C/c1ccc(-c2cccc(C(=O)O)c2)o1,2%,-8%,-2%
O=C(NCc1ccc(OC(F)(F)F)cc1)C1CC(c2cccc(F)c2)=NO1 (stereo not given),-1%,5%,6%
Cc1ccc(S(=O)(=O)Nc2ccc(S(=O)(=O)Nc3ncccn3)cc2)cc1,2%,2%,-2%
COc1ccc(C(=O)COC(=O)CSCc2c(C)noc2C)cc1OC,6%[2.35 µM],7%,4%
Cc1cc([N+](=O)[O-])nn1CC(=O)N/N=C/c1ccccc1O,4%,10%,-3%
CSC1=C(C#N)C(c2cccs2)CC(=O)N1C (stereo not given),-1%,0%,.

# An excerpt from above, limited to TDP1 inh:
canonical_smiles	TDP1 inh
CC(C)(C)C(=O)OCCn1c(=O)c2cc3c(=O)n(CCOC(=O)C(C)(C)C)c(=O)c3cc2c1=O	-3%
CCCSc1nnc(-c2c[nH]c3ccccc23)n1CC	7%
COc1ccc(C(=O)COC(=O)CSCc2c(C)noc2C)cc1OC	7%
O=C(c1cccc([N+](=O)[O-])c1)c1ccc2c(c1)C(=O)NC2=O	2%

# Compound activity (PubChem)
